# Screens as filed in PubChem BioAssay.
# BL2 CD40 inh: inhibitors of CD40-induced NF-kB signaling, primary screen, BL2 cells, luciferase reporter, single point; AID 1053188, 2014; 83,000 tested, 0.94% active; CD40L-induced, 4 h; inhibition, % at 10 µM;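 active = mean inhibition of at least 50% with a set share of replicates also reaching that level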;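 also: 0% = neutral control wells and 100% = IKK inhibitor VII at 50 µM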
# * = called active by the depositor; [ ] = another dose, or the depositor's remark. Not all compounds are listed (hit frequency here may not be typical).
# The first 15 entries, ahead of the listing:
SMILES,BL2 CD40 inh
C/C(Cc1ccccc1)=N\NC(=O)c1ccc(F)cc1,-68
O=C(c1ccc2ccccc2n1)N1CCN(S(=O)(=O)c2ccc(Cl)cc2)CC1,-11
CCOC(=O)c1cc(-c2ccncc2)nc2c1c(C)nn2C,6
CCOc1ccc(CC(=O)NNC(=S)NCCc2ccccc2)cc1,4
O=C(Cc1cccnc1)N1CC(=O)N2[C@@H](CO)[C@@H](c3ccc(C#CC4CCCC4)cc3)[C@@H]2C1,-6
O=C(c1cccc(F)c1)N1CCCCN2[C@H](CO)[C@H](c3ccc(C#CC4(O)CCCC4)cc3)[C@@H]2C1,18[25 µM]
Cc1nc2ccc(S(=O)(=O)NCC(=O)N(C)Cc3ccco3)cc2s1,3
CCCN(C(=O)CCl)C1=CCCCC1,3
COc1cccc(CN(C)CC(=O)Nc2cc3oc4ccccc4c3cc2OC)c1,-3
CC1CCN(S(=O)(=O)c2ccc(C(=O)OC(C)C(=O)N(C)C3CCCCC3)cc2)CC1 (configuration not stated),-1
O=C(C[C@@H]1CC[C@@H]2[C@H](COC[C@@H](O)CN2CCC(F)(F)F)O1)NCC1CC1,12[25 µM]
CC(C)(C)c1ccc(C(=O)NCCC(=O)NNC(=O)COc2ccccc2F)cc1,-10
N#Cc1cccc(NC(=O)c2cc(C3CCCCN3S(=O)(=O)c3cccc4cccnc34)on2)c1 (configuration not stated),-31
O=C(CN1C(=O)c2ccccc2C1=O)OCCOCCN=C1NS(=O)(=O)c2ccccc21,-4
CCOC(=O)CC(N)c1ccc(OC)cc1 (configuration not stated),5

# This part in full, repeating the preview:
SMILES,BL2 CD40 inh
C/C(Cc1ccccc1)=N\NC(=O)c1ccc(F)cc1,-68
O=C(c1ccc2ccccc2n1)N1CCN(S(=O)(=O)c2ccc(Cl)cc2)CC1,-11
CCOC(=O)c1cc(-c2ccncc2)nc2c1c(C)nn2C,6
CCOc1ccc(CC(=O)NNC(=S)NCCc2ccccc2)cc1,4
O=C(Cc1cccnc1)N1CC(=O)N2[C@@H](CO)[C@@H](c3ccc(C#CC4CCCC4)cc3)[C@@H]2C1,-6
O=C(c1cccc(F)c1)N1CCCCN2[C@H](CO)[C@H](c3ccc(C#CC4(O)CCCC4)cc3)[C@@H]2C1,18[25 µM]
Cc1nc2ccc(S(=O)(=O)NCC(=O)N(C)Cc3ccco3)cc2s1,3
CCCN(C(=O)CCl)C1=CCCCC1,3
COc1cccc(CN(C)CC(=O)Nc2cc3oc4ccccc4c3cc2OC)c1,-3
CC1CCN(S(=O)(=O)c2ccc(C(=O)OC(C)C(=O)N(C)C3CCCCC3)cc2)CC1 (configuration not stated),-1
O=C(C[C@@H]1CC[C@@H]2[C@H](COC[C@@H](O)CN2CCC(F)(F)F)O1)NCC1CC1,12[25 µM]
CC(C)(C)c1ccc(C(=O)NCCC(=O)NNC(=O)COc2ccccc2F)cc1,-10
N#Cc1cccc(NC(=O)c2cc(C3CCCCN3S(=O)(=O)c3cccc4cccnc34)on2)c1 (configuration not stated),-31
O=C(CN1C(=O)c2ccccc2C1=O)OCCOCCN=C1NS(=O)(=O)c2ccccc21,-4
CCOC(=O)CC(N)c1ccc(OC)cc1 (configuration not stated),5
CC(C)(COC(=O)c1ccccc1)N1CC2CCC(C1)O2,-46
CN1C[C@H]2[C@@H](c3ccccc31)[C@H](CO)N2C(=O)C1CC1,4
CN(Cc1ccccc1)C(=O)c1nc2ccccn2c1CN1CCCC1c1nccs1 (configuration not stated),10
CCC(=O)N1[C@H](CO)[C@H](c2ccc(-c3ccc(F)cc3)cc2)[C@@H]1CNC(C)=O,4
Cc1ccc(CN(C)C(=O)c2cccc(S(=O)(=O)N3CCc4ccccc4C3)c2)o1,3
O=C(CCC(=O)c1cccs1)c1cccs1,-19
COc1ccc2c3c(n(C)c2c1)[C@H](CO)N(Cc1ccccc1Cl)CC31CCN(C(=O)CC2CC2)CC1,12[25 µM]
CC(=O)c1ccc(Cl)c(Cl)c1Cl,4
Brc1ccc(Nc2nc3ccccc3n3nnnc23)cc1,-8
CC(NC(=O)COC(=O)CCC(=O)c1ccc(Cl)cc1)c1ccccc1 (configuration not stated),1

# (further entries)
SMILES,BL2 CD40 inh
CCCNC(=O)N1[C@H](CNC(C)=O)[C@@H](c2ccc(-c3ccccc3)cc2)[C@@H]1CO,-16
CC(=O)c1ccc(N(CC(=O)NC2CCS(=O)(=O)C2)S(=O)(=O)c2ccc(Cl)cc2)cc1 (configuration not stated),-2
Cc1nc2ccc([N+](=O)[O-])cc2s1,2
Cc1ccc(-c2ccccc2[C@H]2[C@@H](CO)N(C(=O)Cc3cccnc3)[C@H]2C#N)cc1,-6[25 µM]
O=C(CCC(=O)c1cccs1)OCC(=O)N1CCN(C(=O)c2ccco2)CC1,-1
COc1ccccc1NC(=O)Nc1nnc(CC(=O)Nc2ccccc2C)s1,-14
C[C@@H]1CN([C@H](C)CO)S(=O)(=O)c2ccc(C#CC(C)(C)O)cc2O[C@H]1CN(C)Cc1ccc(F)cc1,31[25 µM]
CCc1csc(N2[C@@H](C#N)[C@@H](c3ccc(C#Cc4ccc(F)cc4)cc3)[C@@H]2CO)n1,20[25 µM]
CCCNC(=O)NC(=O)COC(=O)CNS(=O)(=O)/C=C/c1ccccc1,3
Cn1cnc(S(=O)(=O)N2C[C@@H](O)COC[C@H]3O[C@@H](CC(=O)NCc4cccc(F)c4)CC[C@@H]32)c1,-14[25 µM]
O=C(C1CCOCC1)N1C[C@H]2[C@@H](c3ccccc31)[C@@H](CO)N2C(=O)Nc1ccccc1F,-2[25 µM]
Nc1c(C(=O)N2CCOCC2)sc2nc3c(cc12)CCCC3,69*
CCOC(=O)C1=C[C@]2(CC)CCCN3CCc4c(n1c1ccccc41)[C@@H]32,4
OC[C@H]1[C@@H](c2ccc(C#CC3(O)CCCC3)cc2)[C@H]2CN(Cc3cncnc3)CCCCN21,5[25 µM]
CN(C)C(=O)c1cccc(-c2ccc([C@@H]3[C@@H](CO)N4CCCCN(Cc5cccnc5)C[C@@H]34)cc2)c1,-6[25 µM]
N#C[C@H]1[C@@H](c2ccccc2-c2cccc(F)c2)[C@@H](CO)N1C(=O)c1cccnc1,-3[25 µM]
CO[C@H](CN(C)C(=O)c1ccccc1F)[C@H](C)CN([C@H](C)CO)S(=O)(=O)c1ccccc1,-2
O=C1OC(c2ccccc2)Cc2cc(C(=O)N3CCN(c4ccc(F)cc4)CC3)ccc21 (configuration not stated),4
COc1cccc2cc(C(=O)OCC(=O)N3CC(C)OC(C)C3)c(=O)oc12 (configuration not stated),-81
O=C(CCC(=O)N1CCc2ccccc2C1)N1CCN(S(=O)(=O)c2ccccc2)CC1,13
O=c1c2ccccc2n(CC(O)CN2CCOCC2)c2ccccc12 (configuration not stated),18
O=C(O)[C@H]1[C@H](CO)[C@H]2Cn3c(cccc3=O)[C@H]2N1C(=O)NC1CCCC1,2[25 µM]
N#CC1=CN(Cc2ccccc2)C=C(/C=N/Nc2ccccc2)C1,1
COc1ccccc1NC(=O)Nc1ccc(-n2ccc(C(F)(F)F)n2)cc1,-69
CCCNC(=O)NC[C@H]1[C@H](c2ccc(C3=CCCC3)cc2)[C@@H](CO)N1C(=O)CC,-6[25 µM]

# Next records.
SMILES,BL2 CD40 inh
COc1ccc(C(=O)COC(=O)c2ccn(C)n2)cc1,-72
COc1ccc(-c2nnc(-c3cccs3)o2)cc1OC,-102
O=C(C[C@@H]1CC[C@@H]2[C@H](COC[C@H](O)CN2C(=O)c2cc(Cl)cc(Cl)c2)O1)N1CCc2ccccc2C1,19[25 µM]
COc1ccc(C(=O)C(C)OC(=O)CCN2C(=O)C3CC=CCC3C2=O)cc1 (configuration not stated),-1
C[C@@H]1CN([C@H](C)CO)C(=O)c2cc(NC(=O)Nc3ccc(C(F)(F)F)cc3)ccc2O[C@@H](C)CCCCO[C@H]1CN(C)S(=O)(=O)c1ccc(Cl)cc1,43[25 µM]
COc1ccc(S(=O)(=O)N2CC3(CN(C(=O)CN(C)C)[C@H](CO)c4c3c3ccc(OC)cc3n4C)C2)cc1,7[25 µM]
CN(CC(=O)Nc1ccccc1Cl)C(=O)COC(=O)C1=COCCO1,0
Cc1ccc2nc(N(CCCN(C)C)C(=O)CS(=O)(=O)c3ccccc3)sc2c1,2
CSCCC(NC(=O)c1ccco1)C(=O)NCCc1ccc(F)cc1 (configuration not stated),1
CCc1nc(N2[C@@H](C#N)[C@@H](c3ccccc3-c3ccc(F)cc3)[C@@H]2CO)sc1C,7[25 µM]
CCc1nnc2sc(-c3ccc(NC(=O)c4ccco4)cc3)nn12,-18
O=C(COC(=O)c1ccc(Cl)c(S(=O)(=O)N2CCCCC2)c1)NC1CCCCC1,7
O=C(c1cccc(S(=O)(=O)NCc2ccccc2)c1)N1CCCC(C(F)(F)F)C1 (configuration not stated),-5
COc1ccccc1N1CCN(C(=O)c2ccc(CN3CCOCC3)cc2)CC1,3
CCOC(=O)C1(C)CCN1C(=O)COc1ccc(C(C)(C)C)cc1 (configuration not stated),-16
NC(=O)CC[C@H](NC(=O)c1ccc(Cl)cc1)C(=O)NNC(=O)COc1cccc(Br)c1,2
CCCNC(=O)C[C@H]1C[C@H]2c3cc(NC(=O)NC4CCCC4)ccc3O[C@H]2[C@@H](CO)O1,-13
C[C@@H]1CCCCO[C@@H](CN(C)C(=O)Nc2ccc(C(F)(F)F)cc2)[C@@H](C)CN([C@H](C)CO)C(=O)c2cc(NC(=O)Nc3ccc4c(c3)OCO4)ccc2O1,13
COc1ccc(NC(=O)N2C[C@@H](O)COC[C@@H]3O[C@H](CC(=O)N4CCCCC4)CC[C@H]32)cc1,-12[25 µM]
COc1ccc(NC(=S)N2CCC(C(=O)c3ccc(F)cc3)CC2)c(OC)c1,10
O=C(COC(=O)C12CC3CC(CC(Br)(C3)C1)C2)Nc1ccc2[nH]c(=O)[nH]c2c1,1
CO[C@@H](CN(C)Cc1nccs1)[C@H](C)CN([C@@H](C)CO)S(=O)(=O)c1ccc(F)cc1,-6[25 µM]
COc1cccc(S(=O)(=O)N2C[C@H](O)COC[C@@H]3O[C@H](CC(=O)NCCCN4CCOCC4)CC[C@H]32)c1,-9[25 µM]
Cc1ccc(-c2nc3ncccn3c2NC2CCCC2)o1,-2
Cc1ccc(S(=O)(=O)N(Cc2ccccc2F)C(=O)N2CCN(C)CC2)cc1,8

# The list goes on, starting with the last 2 of the part before.
SMILES,BL2 CD40 inh
Cc1ccc(-c2nc3ncccn3c2NC2CCCC2)o1,-2
Cc1ccc(S(=O)(=O)N(Cc2ccccc2F)C(=O)N2CCN(C)CC2)cc1,8
O=C(NCCCN1CCCC1)c1cc(Sc2ccc(F)cc2)nc2ccccc12,2
CCCCn1c(N)c(N(CCC(C)C)C(=O)Cc2ccc(S(=O)(=O)N3CCOCC3)s2)c(=O)[nH]c1=O,-2
CCN(CC(=O)Nc1c(F)cccc1F)C(=O)CCCc1nc2ccccc2c(=O)[nH]1,5
COc1cccc(S(=O)(=O)N2C[C@H](O)COC[C@H]3O[C@H](CC(=O)N4CCN(c5ccccc5)CC4)CC[C@@H]32)c1,6[25 µM]
Cc1ccccc1S(=O)(=O)N1C[C@H](O)COC[C@H]2O[C@@H](CC(=O)N3CCCCC3)CC[C@@H]21,-1[25 µM]
CCOC(=O)N1CCN(C(=O)C2CCCCC2)CC1,1
Cc1ccc2sc(N(CCCN(C)C)C(=O)c3ccc(S(=O)(=O)N4CCOCC4)cc3)nc2c1C,2
CN(C)S(=O)(=O)c1cccc(-c2nnc(SCc3ccc4c(c3)OCCO4)o2)c1,7
COCC(=O)N1[C@@H](CO)[C@@H](c2ccccc2)C12CN(Cc1cc(F)ccc1F)C2,-5[25 µM]
C[C@@H]1CN([C@H](C)CO)C(=O)c2ccccc2-c2ccccc2CO[C@H]1CN(C)C(=O)c1ccc(F)cc1,-19[25 µM]
COc1ccccc1-c1cn(CC[C@H]2CC[C@@H](NC(=O)C3CCCC3)[C@@H](CO)O2)nn1,4
COc1cccc(-n2nnc3c(=O)n(CC(=O)NC4CCCC4)cnc32)c1,4
O=C(c1ccccn1)N1CCN(c2ccc(C(F)(F)F)cn2)CC1,-7
CCOC(=O)C1CCN(CC(=O)c2c(C)n(C)c3ccc(OC)cc23)CC1,8
Cc1cc(-c2nn(-c3ccccc3F)cc2CN2CCC(O)CC2)c(C)s1,-3
c1ccn2c(Cc3nnc4ccccn34)nnc2c1,2
CCCn1c(N2CCN(Cc3ccc(Cl)cc3)CC2)nc2ccccc21,24
CCn1c(SCc2nc3ccccc3s2)nnc1-c1ccccc1,-63
CN(C)C(CNC(=O)c1cc2ccccc2o1)c1ccccc1 (configuration not stated),-5
CN(C)C(=O)C[C@H]1CC[C@@H]2[C@H](COc3ccc(NC(=O)C4CCC4)cc3C(=O)N2C)O1,0
CCCNC(=O)C1(C)CCCN(Cc2cc3ccccc3o2)C1 (configuration not stated),6
O=C(c1ccsc1)N1CCN(C(=O)c2cccs2)CC1,-8
CS(=O)(=O)c1ccc(Cl)c(NC(=O)CSc2nnc(-c3cccs3)n2N)c1,0
C/C=C/c1ccc([C@H]2[C@H]3CN(S(=O)(=O)c4ccccc4)CC(=O)N3[C@H]2CO)cc1,14[25 µM]
O=C(CCN1C(=O)COc2ccccc21)N1CCN(c2ccccc2)CC1,12

# Carrying on.
SMILES,BL2 CD40 inh
CCCC(=O)c1c[nH]c(C(=O)N2CCOCC2)c1,10
O=C(Nc1cccnc1)OC1CCCC1,-4
O=C1CN(C(=O)COC(=O)CNC(=O)c2ccccc2)c2ccccc2N1,-7
CC(=O)Nc1ccc(C2(c3ccc(NC(C)=O)cc3)C(=O)Nc3ccccc32)cc1,18
COc1cccc(CCc2nnc(CCC(=O)NC(C)Cc3cccs3)o2)c1 (configuration not stated),4
CN(C)C(=O)Cn1c(=O)n(S(=O)(=O)c2ccccc2)c2ccccc21,2
CN(C)C(=O)c1c([N+](=O)[O-])c(C(C)(C)C)nn1C,10
Cn1c(=O)c2cn(-c3ccc4c(c3)OCCO4)cc2n(C)c1=O,-53
O=S(=O)(Nc1cc(S(=O)(=O)N2CCOCC2)ccc1Cl)c1ccccc1,0
COc1ccc2c3c([nH]c2c1)[C@@H](CO)N(C)CC31CCN(C(=O)c2ccccn2)CC1,0[25 µM]
C=CCn1c(C)cc(C(=O)COC(=O)/C=C/c2cccc(OC)c2)c1C,15
Cc1ccc(S(=O)(=O)N2CCN(C(=O)CNC(=O)c3ccc(Br)o3)CC2)cc1,2
C[C@H]1CC=CC[C@H](c2ccc3c(c2)OCO3)NC(=O)[C@H](C)N(C)C(=O)c2ccccc2O1 (mixture of isomers),11[25 µM]
